Assay outcomes from PubChem BioAssay.
TrxR1 substrate – qHTS Assay for Substrates of Mammalian Selenoprotein Thioredoxin Reductase 1 (TrxR1): qHTS; Thioredoxin reductase 1, cytoplasmic (Rattus norvegicus), O89049; purified TrxR1 substrate turnover, NADPH consumption readout; Potency, µM (highest dose often 114 µM), for inactives: at the top dose activity change, negative = substrate turnover; actives 0.01% (n = 390,000); note: % is set by controls: 0 for no effect and ±100 for the full control effect; nearly all actives have a fitted effect of over 50% in size
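Rat TrxR1, dispensed at 90 nM, was prereduced with 400 uM NADPH (final) for 5 min at ~22 deg C, then incubated with compound 15 min before 400 uM selenite. A first-read NADPH fluorescence drop versus no-compound background flagged substrates.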
Vif-APOBEC3F blk – qHTS for Inhibitors of Vif-A3F Interactions: qHTS; HeLa A3F-eYFP + Vif (tagged APOBEC3F with the HIV-1 protein that degrades it), YFP fluorescence increase; Potency, µM (top dose mostly 46.1 µM), for the others: at the top dose activity, negative = active; actives 0.2% (n = 390,000); AID 602313, 2012; note: % of control where 0% means no effect; nearly all actives have a fitted effect of over 65% in size
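Fluorescence increase (Ex 488/Em 500-530) after overnight compound treatment at 37 deg C flags inhibition of Vif-driven A3F-eYFP loss in stable HeLa A3F-eYFP/Vif cells seeded overnight beforehand.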
TrxR1 inh – qHTS Assay for Inhibitors of Mammalian Selenoprotein Thioredoxin Reductase 1 (TrxR1): qHTS | Thioredoxin reductase 1, cytoplasmic (Rattus norvegicus), O89049 | recombinant rTrxR1, NADPH fluorescence consumption, selenite substrate | Potency, µM (top dose mostly 114 µM), without a hit: at the highest dose activity change, negative = inhibition, actives largely listed as inhibitors | actives 1% (n = 390,000) | AID 588453, 2011; note: % is set by controls: 0 for no effect and ±100 for the full control effect; nearly all actives have a fitted effect of over 65% in size
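Rat TrxR1 (90 nM in the dispensed reagent) was pre-reduced with 400 uM NADPH for 5 min at room temperature, then incubated with compound for 15 min. After 400 uM selenite was added, NADPH fluorescence (Ex 340/Em 450 nm) was followed for 8 min.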
RXFP1 ag – qHTS Assay for Agonists of the Relaxin Receptor RXFP1 | Relaxin receptor 1 (Homo sapiens), Q9HBX9 | HEK293T-RXFP1 cAMP TR-FRET, 30 min; response scale: percent of porcine relaxin response, buffer zero | Potency, µM (titrated, usually from 57.5 µM), inactives show at the highest dose activation, hits mostly activators | actives 0.3% (n = 370,000) | AID 2676, 2010; note: % is set by controls: 0 for no effect and ±100 for the full control effect; nearly all actives have a fitted effect of over 60% in size; many of its hits are not listed in these tables
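cAMP rise read by TR-FRET after 30 min, 37C compound exposure (up to 58 uM) in RXFP1-transfected HEK293 cells with Ro 20174 present. EC50 from Hill-equation fits, with 29 nM porcine relaxin as 100% and buffer as basal.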
Vif-A3G inh – qHTS for Inhibitors of Vif-A3G Interactions: qHTS; HeLa A3G-eYFP + Vif (tagged APOBEC3G with the HIV-1 protein that degrades it), YFP fluorescence, overnight; Potency, µM (top dose mostly 46.1 µM), without a hit: at the highest dose activity, negative = active, hits mostly inhibitors; actives 0.076% (n = 410,000);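 note: % is set by controls: 0 for no effect and ±100 for the full control effect; nearly all actives have a fitted effect of over 60% in size; hits raise eYFP signal because A3G escapes Vif-driven loss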
Target sequence (Q9HC16 whole entry, looked up): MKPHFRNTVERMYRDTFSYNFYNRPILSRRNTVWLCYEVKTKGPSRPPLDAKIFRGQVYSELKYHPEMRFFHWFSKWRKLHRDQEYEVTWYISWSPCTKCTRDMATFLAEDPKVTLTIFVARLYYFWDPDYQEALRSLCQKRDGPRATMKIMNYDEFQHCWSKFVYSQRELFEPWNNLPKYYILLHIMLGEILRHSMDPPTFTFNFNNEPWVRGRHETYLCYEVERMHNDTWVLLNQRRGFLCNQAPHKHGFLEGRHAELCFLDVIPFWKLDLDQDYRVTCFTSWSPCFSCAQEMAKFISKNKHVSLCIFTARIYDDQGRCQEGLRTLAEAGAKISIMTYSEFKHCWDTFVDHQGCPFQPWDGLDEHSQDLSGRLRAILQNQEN
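HeLa cells stably expressing Vif and C-terminally eYFP-tagged A3G, seeded overnight at 37 deg C, then exposed to compound by pintool overnight at 37 deg C. Rise in yellow fluorescence (Ex 488/Em 500-530, Acumen) marks blocked Vif-driven A3G degradation.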
mIDH1 inhibitor – qHTS for Inhibitors of mutant isocitrate dehydrogenase 1 (IDH1): qHTS. Isocitrate dehydrogenase [NADP] cytoplasmic (Homo sapiens), O75874. IDH1-R132H enzyme, NADPH consumption, diaphorase/resazurin fluorescence. Potency, µM (highest dose often 76.6 µM), without a hit: top-dose activity change, negative = inhibition, actives largely listed as inhibitors. actives 0.093% (n = 390,000); note: % is set by controls: 0 for no effect and ±100 for the full control effect; nearly all actives have a fitted effect of over 65% in size
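IDH1-R132H (0.5 ug/mL dispensed) in pH 7.5 Tris buffer was preincubated 30 min with compound, then given a substrate mix of 0.016 mM NADPH and 2 mM alpha-KG for 80 min at room temperature; remaining NADPH was read by diaphorase/resazurin fluorescence.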
ALOX12 inh – Primary qHTS assay for inhibitors of human arachidonate 12S-lipoxygenase (ALOX12): Round 2; purified 12hLO, xylenol orange hydroperoxide absorbance; Potency, µM (titrated, usually from 108 µM), without a hit: at the top dose activity change, negative = inhibition, actives largely listed as inhibitors; actives 1.1% (n = 580,000); note: % is set by controls: 0 for no effect and ±100 for the full control effect
Target sequence (P18054 whole entry, looked up): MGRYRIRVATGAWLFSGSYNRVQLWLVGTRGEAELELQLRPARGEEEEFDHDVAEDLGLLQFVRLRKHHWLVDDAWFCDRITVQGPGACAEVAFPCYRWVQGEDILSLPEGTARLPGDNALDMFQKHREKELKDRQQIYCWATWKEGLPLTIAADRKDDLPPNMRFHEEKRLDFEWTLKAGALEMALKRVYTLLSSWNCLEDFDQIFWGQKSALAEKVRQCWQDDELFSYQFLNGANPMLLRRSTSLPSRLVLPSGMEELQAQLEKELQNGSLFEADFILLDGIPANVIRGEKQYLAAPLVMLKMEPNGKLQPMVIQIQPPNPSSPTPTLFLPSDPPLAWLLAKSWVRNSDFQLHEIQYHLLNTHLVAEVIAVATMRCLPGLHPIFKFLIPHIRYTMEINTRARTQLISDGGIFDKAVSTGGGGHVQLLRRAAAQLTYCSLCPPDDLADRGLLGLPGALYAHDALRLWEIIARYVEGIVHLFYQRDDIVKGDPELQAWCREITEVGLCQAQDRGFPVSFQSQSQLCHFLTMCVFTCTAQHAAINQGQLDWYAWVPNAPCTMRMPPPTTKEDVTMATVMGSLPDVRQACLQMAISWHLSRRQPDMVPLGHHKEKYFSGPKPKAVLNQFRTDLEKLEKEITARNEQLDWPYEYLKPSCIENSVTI
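Purified human 12hLO (150 nM final) in 25 mM Hepes, 0.01% Triton X-100, pH 7.0 was preincubated 15 min at room temperature with compound. Then 40 uM arachidonic acid was added, 30 min. Hydroperoxide was read by Fe-XO absorbance ratio 573/405 nm.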
USP1 inh – Inhibitors of USP1/UAF1: Primary Screen; recombinant USP1/UAF1, Ub-Rhodamine cleavage fluorescence; Ubiquitin carboxyl-terminal hydrolase 1 (Homo sapiens), O94782; actives 0.23% (n = 390,000); Potency, µM (titrated, usually from 57.1 µM), without a hit: at the top dose activity change, negative = inhibition, most hits filed as inhibitors; note: % is set by controls: 0 for no effect and ±100 for the full control effect; nearly all actives have a fitted effect of over 60% in size; inactives centre near -12
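In this screen, compounds sit with the deubiquitinase complex (1nM) for 15 min at room temperature before Ub-Rho is added at 150nM final. Fluorescence rise is then followed for 6 reads every 60 seconds.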
RGS4 inh – Inhibitors of Regulator of G Protein Signaling (RGS) 4: qHTS. actives 0.039% (n = 390,000). Potency, µM (titrated, usually from 114 µM), inactives show at the top dose activity change, negative = inhibition, hits mostly inhibitors. Regulator of G-protein signaling 4 (Homo sapiens), P49798. Transcreener GDP fluorescence polarization, RGS4-accelerated GTP hydrolysis; note: % is set by controls: 0 for no effect and ±100 for the full control effect; nearly all actives have a fitted effect of over 75% in size; some results filed as inactive show a strong effect at the top dose
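MLSMR compounds (23 nl, pin-transferred) preincubated 10 min at room temperature with a 500nM (2x) first reagent, then RGS4 at 900nM (2x) plus Transcreener GDP mix added; fluorescence polarization (620/688 nm) read before and after 90 min at 30 °C.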
* hit, by the source's call; ? = inconclusive; · = not tested or not shown; [ ] = remark or other dose. Calls come from the whole dose curve; as a rule, active = well fitted curve in the direction sought with a large enough effect; inconclusive = small, poorly fitted or top-dose-only effect, or another doubt; inactive = no such curve, though single readings can be large; an effect the other way counts as inactive or inconclusive. Potency is the fitted concentration of half-maximal effect.

| molecule | TrxR1 substrate | Vif-APOBEC3F blk | TrxR1 inh | RXFP1 ag | Vif-A3G inh | mIDH1 inhibitor | ALOX12 inh | USP1 inh | RGS4 inh |
| --- | --- | --- | --- | --- | --- | --- | --- | --- | --- |
| COc1cc(CNc2nc3ccccc3n2Cc2ccccc2)ccc1O | · | -7% | · | · | -2% | -2% | 12% | -11% | · |
| Cc1ccc(Cn2cccc2C2=NC(C)CO2)cc1 (stereo not given) | 7% | -1% | 12% | 0.7% | 0% | 3% | 21% | -27% | 15% |
| CCS(=O)(=O)N1CCN(C(=O)c2cccc3ccccc23)CC1 | 7%[57.1 µM] | -1% | 15%[57.1 µM] | -0.1% | -1% | 6% | 29% | -23% | 18% |
| Cc1c(CCNC(=O)Cc2ccc(F)cc2)sc2nc(-c3ccc(F)cc3)nn12 | 2%[57.1 µM] | 1% | 19%[57.1 µM] | -0.8% | 9% | -17% | 4% | -9% | 14% |
| OCCNc1nc(-c2ccccc2)nc2c1oc1ccccc12 | 0% | 13% | 8% | 0.9% | 0% | 1% | ? | -22% | -6% |
| Cc1c(NC(=O)c2cc(=O)c3ccccc3o2)c(=O)n(-c2ccccc2)n1C | 7% | -3% | 15% | 1.1% | -3% | -3% | 1% | -18% | 3% |
| CCOc1ccccc1N(CC)C(=O)Cn1ncc2c(=O)oc3ccccc3c21 | -1%[57.1 µM] | 1% | 2%[57.1 µM] | -0.1% | 3% | 16% | 18% | -19% | -11% |
| Cc1ccc(S(=O)(=O)N2CCN(Cc3cc(=O)n4nc(-c5ccccc5Cl)sc4n3)CC2)cc1 | 5%[57.1 µM] | -2% | 14%[57.1 µM] | 2.1% | 3% | 0% | -16% | -18% | 7% |
| CC(CNC(=O)CCc1cn(Cc2ccccc2Cl)c2ccccc12)c1ccccc1 (stereo not given) | 2% | -11% | 37%[activator] | 2.4% | 1% | -12% | 0% | -13% | 13% |
| COc1cccc(NC(=O)CN(C)C(=O)c2ccc3c(c2)S(=O)(=O)N=C2CCCCCN23)c1 | -12% | 8% | -8% | 0.7% | 0% | 9% | -20% | -19% | -8% |
| Cc1ccc(Cl)cc1N1CCN(C(=O)Cc2c(C(=O)O)[nH]c3ccccc23)CC1 | 9% | -6% | 13% | -2.9% | -10% | -15% | ? | ? | -14% |
| COc1ccc(Cl)cc1NC(=O)c1ocnc1C | -3% | 3% | -17% | 3.3% | 4% | 4% | -7% | -5% | -19% |
| O=C(Nc1ccccc1N1CCCC1)c1cccnc1Cl | -14% | 2% | -16% | -4.2% | 4% | 7% | 85%[activator] | -12% | -8% |
| COc1ccc(CNC(=O)c2ccc(-c3nc(CSc4ccccc4)c(C)o3)cc2)cc1 | 60%[activator] | -11% | 71%[activator] | 4.6% | -3% | 32% | ? | -15% | 20% |
| CC(C)N(CCNCC(O)COc1ccc(C(C)(C)c2ccccc2)cc1)C(C)C (stereo not given) | 5%[57.1 µM] | -17% | -11%[57.1 µM] | 2.4% | 0% | 15% | ? | 1% | 2% |

Single values from above:
ALOX12 inh with `CCOc1ccccc1N(CC)C(=O)Cn1ncc2c(=O)oc3ccccc3c21` → 18%
TrxR1 substrate with `CC(C)N(CCNCC(O)COc1ccc(C(C)(C)c2ccccc2)cc1)C(C)C` (stereo not given) → 5%[57.1 µM]

More entries follow:
| molecule | TrxR1 substrate | Vif-APOBEC3F blk | TrxR1 inh | RXFP1 ag | Vif-A3G inh | mIDH1 inhibitor | ALOX12 inh | USP1 inh | RGS4 inh |
| --- | --- | --- | --- | --- | --- | --- | --- | --- | --- |
| CCN(CC)S(=O)(=O)c1cccc(NC(=O)c2cc(-c3cccs3)nn2-c2ccccc2)c1 | -9% | 2% | -4% | -0.3% | 0% | 4% | 22% | -18% | -16% |
| O=C(/C=C/c1ccco1)N1CCN(C/C=C/c2ccccc2)CC1 | -6% | -16% | ? | 0.3% | -2% | -4% | -29% | -6% | -24% |
| CC(=O)Nc1sc2c(c1CN1CCN(c3ccccn3)CC1)CCCC2 | 7%[57.1 µM] | 2% | 13%[57.1 µM] | 3.8% | -2% | 2% | 0% | -13% | -35% |
| C[C@H]1CN([C@@H](C)CO)C(=O)c2cc(Br)cnc2O[C@H]1CN(C)C(=O)C1CCC1 | · | -8% | · | · | -6% | 6% | 0% | -18% | · |
| COc1cccc(/C=C2\SC(=S)N(CCC(=O)NNC(=O)c3ccccc3OC)C2=O)c1 | -9% | -1% | 31%[activator][57.1 µM] | 1.6% | -1% | 1% | 5% | -15% | -8% |
| CCc1ccc(NC(=O)Cn2c(=O)n(-c3ccc(Cl)c(Cl)c3)c(=O)c3c(C)c(C)sc32)cc1 | 1% | · | 13% | 5.0% | · | · | -5% | -7% | 12% |
| Nc1cc(=O)[nH]c(SCC(=O)Nc2nnc(-c3ccccc3)s2)n1 | 7%[57.1 µM] | -4% | 26%[57.1 µM] | 0.1% | -3% | -2% | -1% | -7% | 5% |
| CCc1ccc(NC(=O)CN2CCN(Cc3ccccc3)S2(=O)=O)cc1 | -5%[57.1 µM] | 4% | -1%[57.1 µM] | 0.4% | -1% | 12% | -11% | -5% | 18% |
| CCOc1ccc(CCNC(=O)COC(=O)c2ccc(F)c(S(=O)(=O)N3CCOCC3)c2)cc1OCC | -3% | 6% | -1% | -0.6% | -4% | 5% | 14% | -18% | 0% |
| Cc1cc([N+](=O)[O-])nn1CC(=O)N(C)C1CCCCC1 | -4% | -17% | 4% | -0.4% | -5% | -3% | 13% | 4% | 16% |
| COc1ccc(NC(=O)C2CCCN2S(=O)(=O)c2cccc3nsnc23)c(OC)c1 (stereo not given) | 4% | -12% | 4% | 1.5% | -5% | 0% | · | -11% | -21% |
| CCOC(=O)C1=C(N)OC2=C(C(=O)CC(C)(C)C2)C1c1cccs1 (stereo not given) | -8% | -1% | -11% | -3.7% | -4% | 4% | -5% | -25% | -26% |
| COc1ccccc1C(=O)NCCC(=O)Nc1ccc(S(=O)(=O)N2CCC(C)CC2)cc1 | -3% | 1% | -4% | 0.9% | 3% | 4% | 25% | -8% | -6% |
| Cn1c(NC(=O)c2cccc(C(F)(F)F)c2)cc(=O)n(C)c1=O | 6% | 2% | 33% | -2.5% | -7% | 14% | 1%[57.4 µM] | -8% | -23% |
| Cc1ccccc1-n1c(=O)c2ccccc2n(CC(=O)NCc2ccco2)c1=O | 5% | -4% | 7% | 0.6% | 3% | 2% | -9% | -14% | -18% |
| NC(=O)c1cc([N+](=O)[O-])ccc1NCc1ccccn1 | -9% | 0% | -2% | 0.5% | -1% | -10% | ? | -9% | -1% |
| CCOC(=O)C1CN(S(=O)(=O)c2cccc(C(F)(F)F)c2)c2cc(CC(=O)OC)ccc2O1 (stereo not given) | -1% | 1% | 13% | 1.4% | 2% | 7% | 3% | -19% | -10% |
| C=CCn1c(C)c(C(C)=O)c(N2CCN(c3ccccc3)CC2)nc1=S | -6% | · | -27% | 0.1% | -8% | 3% | ? | -15% | -21% |
| CCCCN(CC(=O)NCCOC)C(=O)Cn1nnc2ccccc21 | 1%[57.1 µM] | -3% | 24% | -0.9% | 8% | 5% | 1% | -8% | -26% |
| CCOc1ccc(S(=O)(=O)N2CCOCC2)cc1NC(=O)CN1C(=O)NC2(CCCCC2)C1=O | -3% | 8% | 3% | 1.1% | 2% | -5% | 51%[activator] | -8% | 15% |
| O=C(CSCc1ccc(F)cc1)Nc1ccccc1C(=O)N1CCOCC1 | 1% | 1% | 6% | 1.2% | -1% | -4% | -8% | -7% | 1% |
| CCOc1ccc(NC(=O)CN(C)C(=O)CSC(C)C(=O)Nc2cc(C)on2)cc1OCC (stereo not given) | 7% | 1% | 14% | -1.7% | 6% | -10% | 132%[activator] | -22% | 6% |
| CCOC(=O)C(Sc1cc(C)nc(N)n1)C(C)=O (stereo not given) | -1%[57.1 µM] | 7% | -16% | 0.3% | 2% | 3% | ? | -17% | -42% |
| Cc1ccc(N(CC(=O)Nc2ccccc2-c2ccccc2)S(=O)(=O)c2ccccc2)cc1 | -3%[57.1 µM] | 8% | 23%[57.1 µM] | 6.3% | -4% | 5% | 132%[activator] | -19% | -19% |
| CCOC(=O)c1c(NC(=O)C2C3C=CC(CC3)C2C(=O)O)sc(C)c1C (stereo not given) | -17% | 0% | -19% | 6.1% | -4% | 5% | ? | -4% | -4% |
| CC(=O)CCS(=O)(=O)c1ccc(Oc2ccc(S(=O)(=O)CCC(C)=O)cc2)cc1 | -2% | · | 50µM* | 1.1% | -26% | 9% | -3% | 9% | 34% |

Only part of the results is shown; count on the stated rates, not on these rows.
